# NOD1 inhibition = inhibition of NOD1-driven NF-kB reporter – cell-based, luminescence, uHTS, primary screen (AID 1578). NOD1-driven NF-kB luciferase reporter cells, luminescence; higher % means a stronger effect. inhibition, % at 4 µM, or EC50 in µM where a hit was titrated. 290,000 tested, 1% active; in the data active means inhibition mostly above about 36%, no sharp cut-off; inactive means mostly below about 34%;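 further: HEK-293T reporter cells stimulated with the NOD1 agonist gamma-tri-DAP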
# GPR55 LPI antagonism = inhibition of LPI-stimulated GPR55 beta-arrestin translocation – imaging, U2OS, beta-arrestin-GFP, LPI agonist, primary screen (AID 2013); U2OS GPR55 beta-arrestin-GFP translocation imaging, LPI antagonism; higher % means a stronger effect; one-dose inhibition, % at 10 µM; IC50 in µM for titrated hits; 290,000 tested, 0.13% active;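 active means spots per cell inhibited over 60%, with over 100 cells counted and total cytoplasm intensity under 500,000; inconclusive means wells with under 100 cells, flagged as likely toxic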;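 further: U2OS cells stably carrying GPR55 and arrestin-GFP stimulated by 5 µM LPI near EC80; imaged beta-arrestin-GFP aggregate spots per cell after agonist stimulation; plate controls were LPI-stimulated DMSO wells for no effect and DMSO wells without LPI for full effect; some results filed as inactive read as strong as hits; confirmed hits need IC50 under 10 µM and bright autofluorescent wells are also inconclusive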
# KOR beta-arrestin-1 = kappa opioid receptor blockers – cell-based, luminescence, uHTS (AID 1778); KOR beta-arrestin recruitment, luminescence, antagonist mode; higher % means a stronger effect; inhibition, % at 10 µM; hits with a dose series show IC50 in µM; 290,000 tested, 0.091% active; further: strong numbers were not always called active
# KOR beta-arrestin-2 = kappa opioid receptor activators – cell-based, luminescence, uHTS, primary screen (AID 1777) | KOR beta-arrestin recruitment, luminescence; higher % means a stronger effect | one-dose activation, % at 10 µM; EC50 in µM for titrated hits | 280,000 tested, 0.02% active; in the data active means activation above about 50%, passing the limit was not always enough; further: a part of the inactive calls stands beside numbers as strong as those of hits
# NOD2 inhibition = inhibition of NOD2-driven NF-kB reporter – cell-based, luminescence, uHTS, HEK293 (AID 1566). 290,000 tested, 0.63% active. HEK293 NOD2/NF-kB luciferase reporter, luminescence; higher % means a stronger effect. inhibition, % at 4 µM; hits with a dose series show EC50 in µM; further: many of its hits are not listed in these tables
# Myeloid diff 2 = promotes myeloid progenitor differentiation; 360,000 tested, 1% active; AID 624256; ER-HoxA9 myeloid progenitors, lysozyme-GFP differentiation, flow cytometry; calls only at 10 µM;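 active means normalized GFP-positive differentiation at or above the plate's own cutoff, the solvent-only control mean plus 3 SD; inconclusive means no clear call, values can overlap the other calls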;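 further: cells exposed to compound for four days before flow analysis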
# GPR55 beta-arrestin = GPR55 agonists via beta-arrestin recruitment, primary screen, imaging, U2OS cells, beta-arrestin-GFP redistribution (AID 1961); U2OS GPR55 beta-arrestin-GFP redistribution imaging; higher % means a stronger effect; activation, % at 10 µM, or EC50 in µM where a hit was titrated; 290,000 tested, 0.048% active;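 active means activation above 40% with more than 50 cells counted in the well; inconclusive means wells holding fewer than 50 cells, flagged as toxic or sparse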;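 further: U2OS osteosarcoma cells stably expressing GPR55 and beta-arrestin-GFP; plate controls were DMSO negative control for no effect and LPI positive control for full effect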
# NTR1 agonist = agonists of NTR1, primary screen, imaging, U2OS cells, beta-arrestin-GFP, high content (AID 493036). P30989. NTR1-U2OS beta-arrestin-GFP spot imaging, agonist mode. activation, % at 20 µM. 330,000 tested, 0.17% active;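 active means activation at or above 40% of the spot to cytoplasm intensity ratio, with at least 20 cells analyzed; inconclusive means wells under 20 cells, flagged as cytotoxic or low count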;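 further: 0% = DMSO without peptide and 100% = 100 nM NTR1 peptide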
# Target sequence (P30989 whole entry, looked up): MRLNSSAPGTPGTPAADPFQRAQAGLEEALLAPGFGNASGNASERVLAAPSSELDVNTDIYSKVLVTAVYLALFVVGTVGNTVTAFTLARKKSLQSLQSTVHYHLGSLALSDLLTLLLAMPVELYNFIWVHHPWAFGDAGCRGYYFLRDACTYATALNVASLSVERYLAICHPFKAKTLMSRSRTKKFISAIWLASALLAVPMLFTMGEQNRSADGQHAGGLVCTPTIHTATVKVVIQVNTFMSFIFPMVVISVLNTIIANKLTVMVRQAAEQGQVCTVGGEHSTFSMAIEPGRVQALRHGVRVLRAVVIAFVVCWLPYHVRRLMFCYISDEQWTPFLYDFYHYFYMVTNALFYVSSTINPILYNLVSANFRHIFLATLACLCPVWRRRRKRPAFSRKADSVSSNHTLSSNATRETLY
# T cell modulator = T cell immune modulators affecting CD8 T cell-vesicle binding; 2C CD8+ T cell-vesicle binding, flow cytometry; stronger effect = lower value; calls only at 7 µM; 330,000 tested, 0.068% active;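 active means response, share of CD8 T cells binding vesicles, and their 90th percentile fluorescence all below set limits, cut at about 80% in these data, passing the limit was not always enough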
#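 System: murine 2C transgenic CD8+ T lymphocytes; also added: QL9-loaded Drosophila micro-vesicles; times: binding 1.5 h at 37 °C; measured by: flow cytometry, PE anti-B7-1 (FL2) versus Alexa647 anti-CD8 (FL8), PFA-fixed; control set: Peptide-free naked vesicles (low) and QL9 vesicles with 0.7% DMSO vehicle (high)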
# T cell modulator vesicle-bound % = also measured in T cell modulator; calls as there; double positive events, %; measured here: CD8+ vesicle-bound cell fraction;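 binding gate set so that unloaded-vesicle control wells show 10% double positive cells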
# NTR1 agonist cell count 20 µM = recorded beside NTR1 agonist, whose call it bears; cell count; measured here: cell count, cytotoxicity flag
# Myeloid diff 2 GFP+ MAC1+ % = recorded beside Myeloid diff 2, whose call it bears; GFP+ MAC1+ double positive, %; measured here: differentiation confirmed by MAC1 staining
# * hit, by the source's call; i = inactive; ? = inconclusive; · = not tested or not shown; & = joins results of further samples; [ ] = dose if it differs, or a comment. Unless noted, no stated cut-off is given here; in the data, active means inhibition above about 50%; inactive means the rest. These rows are one share of the data; the hit share may differ from the screen's.
# Start of the listing, in advance (2 entries):
SMILES,NOD1 inhibition,GPR55 LPI antagonism,KOR beta-arrestin-1,KOR beta-arrestin-2,NOD2 inhibition,Myeloid diff 2,Myeloid diff 2 GFP+ MAC1+ %,GPR55 beta-arrestin,NTR1 agonist,NTR1 agonist cell count 20 µM,T cell modulator,T cell modulator vesicle-bound %
C[n+]1c(-c2ccccc2)cc(-c2ccc(O)cc2)cc1-c1ccccc1,-32%,-8%,1%,1.8%,7%,i,0.2,0.2%,1.5,72,i,38
CC(=O)c1cn(Cc2ccccc2F)c2ccccc12,3µM*,-1%,-47%[20 µM],4.0%,4µM*,i,0.5,-0.1%,0.9,62,·,·

# Main list, previewed entries included:
SMILES,NOD1 inhibition,GPR55 LPI antagonism,KOR beta-arrestin-1,KOR beta-arrestin-2,NOD2 inhibition,Myeloid diff 2,Myeloid diff 2 GFP+ MAC1+ %,GPR55 beta-arrestin,NTR1 agonist,NTR1 agonist cell count 20 µM,T cell modulator,T cell modulator vesicle-bound %
C[n+]1c(-c2ccccc2)cc(-c2ccc(O)cc2)cc1-c1ccccc1,-32%,-8%,1%,1.8%,7%,i,0.2,0.2%,1.5,72,i,38
CC(=O)c1cn(Cc2ccccc2F)c2ccccc12,3µM*,-1%,-47%[20 µM],4.0%,4µM*,i,0.5,-0.1%,0.9,62,·,·
CC1=C(C(=O)Nc2ccccc2)SCCO1,-16%,17%,9%,7.6%,12%,i,1.6,-0.2%,-0.7,53,i,19
CCC(CO)(C(=O)OC1C[N+]2(C)CCC1CC2)c1ccccc1 (stereo not given),-10%,-5%,-3%,-4.4%,5%,i,0.2,0.1%,-0.2,36,i,23
COc1ccc(-n2c(O)c(C=NCCN(C)C)c(=O)[nH]c2=O)cc1,3%,-8%,-8%,1.4%,8%,i,0.3,0.5%,1.3,62,i,19
Cc1nc2ccccc2c(=O)n1-c1cccnc1,-5%,14%,-22%,-0.8%,15%,i,1.9,-0.1%,0.9,97,i,30
Nc1cncc(C(=O)O)c1,-6%&-35%,1%&-2%,-4%&-20%,1.2%&3.1%,-22%&-12%,i,0.4&0.3,-0.3%&-0.3%,0.4&0.6,53&52,i,58&46
Cc1nn(Cc2ccccc2)c(Cl)c1C(=O)NC1CCCc2ccccc21 (stereo not given),-1%,1%,-10%,0.5%,18%,i,1.3,-0.1%,-0.4,74,i,47
CCC(=O)O[C@@H]1[C@@H](OC(C)=O)[C@@]2(O)C(C[C@H](O)C2(C)C)[C@](C)(O)[C@H]2CC[C@@H]3[C@@H](O)[C@]12C[C@@]3(C)O (stereo not given in full),-30%,4%,-5%,1.0%,6%,i,2.2,-0.2%,0.0,93,i,10
CN1CCN(S(=O)(=O)c2cnc(Cl)c(Br)c2)CC1,-16%,6%,-6%,-6.9%,9%,i,0.4,0.4%,1.2,52,i,35
CC(C)CCP(=O)(O)c1ccccc1,25%,-2%,35%,-1.8%,1%,i,0.6,0.2%,1.1,89,i,27
CCC12CN3CCN(CC(C3)/C1=N/NC(=O)c1ccncc1)C2,-21%,11%,-16%,-3.0%,1%,i,0.1,-0.3%,0.2,49,i,63
O=c1[nH]c(CN2CC=C(c3ccccc3)CC2)nc2scc(-c3cccs3)c12,-9%,-8%,-7%,2.5%,-12%,i,0.8,-0.1%,1.8,55,i,41
CCOc1cccc(=NC2CCCCC2)c2c(C)n(C)c(C)c12,10%,28%,-48%,2.3%,27%,?,·,0.4%,11,43,i,36
COc1ccccc1-n1c(O)c(C=NCCN2CCNCC2)c(=O)[nH]c1=O,18%,-8%,6%,3.8%,16%,i,0.9,0.2%,-1.8,85,i,20
COc1cccc(C2=NOC(C(=O)N3CCC4(CC3)OCCO4)C2)c1 (stereo not given),-39%,10%,22%,-4.4%,-40%,i,4.9,-0.1%,2.9,68,i,15
O=c1cccc2n1CC1CC2CN(C(c2cccc(F)c2)c2sc3ncnn3c2O)C1 (stereo not given),-13%,2%,0%,2.6%,-2%,i,2.0,-0.1%,-0.1,62,i,24
CCC(C#N)(CC)P(=S)(c1ccccc1)c1ccccc1,-23%,18%,-2%,1.7%,13%,i,0.0,-0.1%,0.5,73,i,24
Cc1ccc(-n2c(-c3ccc([N+](=O)[O-])cc3)nc3ccccc3c2=O)cc1,12%,-10%,-19%,-3.1%,22%,i,0.4,-0.2%,1.7,72,i,57
COc1ccc(C(C)=O)cc1CC(C(=O)c1ccc(C)c(C)c1)N(C)C (stereo not given),-19%,0%,21%,-3.8%,-4%,i,2.9,-0.1%,0.4,62,i,6
COc1cc(CN=Cc2c(O)n(C(C)(C)C)c(=O)[nH]c2=O)cc(OC)c1,-7%,13%,11%,5.0%,3%,i,0.8,0.0%,0.4,50,i,15
Cc1cccn2c(NCC3CCCO3)c(C(C)C)nc12 (stereo not given),3%,-4%,20%,5.9%,4%,i,1.2,0.1%,-1.7,72,i,21
COc1ccc(-n2c(O)c(C(C)=NCC3CCCO3)c(=O)[nH]c2=O)cc1 (stereo not given),-3%,7%,9%,4.2%,10%,i,0.1,-0.3%,0.3,44,i,55
O=c1[nH]c(=O)n(Cc2ccc(F)cc2)c(O)c1C=NCCN1CCCCC1,16%,15%,33%,-3.0%,21%,i,0.5,-0.2%,-0.9,84,i,41

# 3 compounds drawn at random from those above, as already listed:
SMILES,NOD1 inhibition,GPR55 LPI antagonism,KOR beta-arrestin-1,KOR beta-arrestin-2,NOD2 inhibition,Myeloid diff 2,Myeloid diff 2 GFP+ MAC1+ %,GPR55 beta-arrestin,NTR1 agonist,NTR1 agonist cell count 20 µM,T cell modulator,T cell modulator vesicle-bound %
O=c1cccc2n1CC1CC2CN(C(c2cccc(F)c2)c2sc3ncnn3c2O)C1 (stereo not given),-13%,2%,0%,2.6%,-2%,i,2.0,-0.1%,-0.1,62,i,24
CC1=C(C(=O)Nc2ccccc2)SCCO1,-16%,17%,9%,7.6%,12%,i,1.6,-0.2%,-0.7,53,i,19
Cc1nc2ccccc2c(=O)n1-c1cccnc1,-5%,14%,-22%,-0.8%,15%,i,1.9,-0.1%,0.9,97,i,30

# The results go on.
SMILES,NOD1 inhibition,GPR55 LPI antagonism,KOR beta-arrestin-1,KOR beta-arrestin-2,NOD2 inhibition,Myeloid diff 2,Myeloid diff 2 GFP+ MAC1+ %,GPR55 beta-arrestin,NTR1 agonist,NTR1 agonist cell count 20 µM,T cell modulator,T cell modulator vesicle-bound %
Cc1ccc2nc3c(cc2c1)CC1(C(=O)N(C)C(=O)N(C)C1=O)C1COCCN31 (stereo not given),-18%,11%,-3%,-1.9%,-5%,i,1.1,-0.2%,0.3,66,i,26
Oc1ccc(CC2CC3CCN2CC3)cc1O (stereo not given),-6%,29%,-19%,0.0%,6%,i,0.4,-0.2%,1.4,25,i,38
Cn1c(O)c(C=Nc2ccc(Cl)cc2)c(=O)n(C)c1=O,-24%,16%,13%,0.1%,-40%,i,0.5,0.6%,-1.2,61,i,50
O=c1[nH]c(=O)n(Cc2ccccc2)c(O)c1C=NCCN1CCNCC1,23%,4%,-70%,-4.1%,9%,i,7.0,-0.1%,-0.6,36,i,15
O=c1[nH]c(=O)n(Cc2ccccc2)c(O)c1C=Nc1ccc(CN2CCOCC2)cc1,-4%,-18%,-50%,-16%,12%,i,1.6,0.2%,-1.5,44,i,42
COCCOC(=O)c1c(C)oc2ccc(OC(=O)N(C)C)cc12,-9%,-1%,-23%,6.2%,9%,i,0.2,-0.2%,-2.5,90,i,37
CC[N+](C)(CC)CCCOC(=O)C(O)(c1ccccc1)C1CCCCC1 (stereo not given),-27%,4%,2%,-2.6%,1%,i,0.4,-0.1%,-1.3,39,i,60
CCc1ccc(CNCCc2c[nH]c3ccccc23)cc1,38%,15%,-21%[20 µM],·,-17%,i,0.3,0.3%,2.6,54,i,64
CCCCCCC(=O)c1c(O)n(-c2ccccc2OC)c(=O)[nH]c1=O,-11%,4%,-29%,-0.5%,16%,i,0.5,0.0%,-1.0,83,i,60
COC(=O)N(C)c1ccc(C(O)(C(=O)OC)C(F)(F)F)cc1 (stereo not given),-24%,4%,-18%,2.8%,-6%,i,0.4,-0.3%,0.4,72,i,53
Cc1ccc(N2C(=O)NC(=O)/C(=C/c3ccc(-c4ccc(C(=O)O)c(Cl)c4)o3)C2=O)cc1,-15%,6%,-6%,-4.2%,-8%,i,0.2,-0.1%,0.1,77,i,61
O=C(NCCc1ccccc1)C(c1cccs1)N(C(=O)CCl)c1ccc(Cl)cc1 (stereo not given),5.3µM*,-1%,15%,7.4%,·,?,·,6.0%,70*,62*,i,19
CCCCCCC(=O)c1c(O)n(-c2ccccc2OC)c(=O)[nH]c1=O (tested in a mixture with another compound),1%,-11%,27%,6.8%,6%,i,0.5,-0.3%,-0.3,50,i,51
COc1cc(CC2(CCc3ccncc3)C(=O)NC(=O)NC2=O)cc(OC)c1OC,-46%,5%,-23%[20 µM],·,0%,i,0.1,0.0%,-0.1,83,i,51
CCOc1ccc(-n2c(O)c(/C=C3\C=Nc4ccccc43)c(=O)[nH]c2=O)cc1,13%,5%,-32%,3.8%,-7%,i,1.1,-0.1%,2.6,44,i,21
CCCc1cc(=O)oc2cc(OCC(=O)N3C[C@H]4C[C@@H](C3)c3cccc(=O)n3C4)ccc12,-2%,-12%,32%[20 µM],-3.2%,20%,i,3.0,-0.2%,-0.4,87,i,46
NCCNc1ccc([N+](=O)[O-])c2cccnc12,-34%,-6%,-19%[20 µM],-4.3%,9%,i,1.6,0.0%,0.0,36,i,38
O=[N+]([O-])c1ccc(N2CCOCC2)c2cccnc12,-21%,-6%,15%,-1.7%,11%,i,0.5,0.0%,1.6,56,i,42
O=C(c1cc2cc3ccc(Cl)cc3nc2o1)N1CCC2(CC1)OCCO2,7%,2%,-7%,9.1%,-25%,i,0.7,-0.1%,-1.0,76,i,31
OC1(c2ccc(F)cc2)CCNC1 (stereo not given),7%,10%,4%,1.7%,16%,i,0.6,0.0%,0.2,72,i,42
O=S(=O)(c1ccccc1)N1CN2CCN(C2)C1,-3%,3%,1%,2.7%,-5%,i,0.7,-0.2%,-1.8,50,i,35
O=C1C(c2ccccc2)=C(N2CC2)c2ccccc21,-1%,9%,12%,-0.9%,17%,i,1.2,-0.1%,1.3,73,i,42
CCc1nc2ccccc2c(=O)n1-c1ccc2ccccc2c1,3%,3%,7%,-7.5%,16%,i,0.5,-0.1%,-0.6,52,i,44
